PvdQ acylase: blocks Pseudomonas aeruginosa PvdQ acylase activity | purified PvdQ acylase, fluorescence plate reader | hit rate 0.063% among 340,000 | inhibition, % at 10 µM | AID 488965; in the data active = inhibition above about 30%, passing the limit was not always enough;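 note: 0% = vehicle neutral wells and 100% = reference inhibitor wells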
NSD2 HMT inh: inhibitors of human histone methyltransferase NSD2; O96028; NSD2 peptide methylation, AlphaScreen, 120 min; inhibition, % at 12.5 µM; hit rate 0.54% among 310,000; AID 743445; in the data active = inhibition above about 50%
CDK5 inh: blocks human CDK5/p35 kinase activity | hit rate 0.01% among 330,000 | inhibition, % at 10 µM | AID 488839 | Q00535+Q15078 | Recombinant CDK5/p35, ADP-Glo luminescence, 60 min;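 active = highest replicate inhibition of at least 50% and at least 75% of replicates reaching 50%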;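 note: plate controls were DMSO neutral control for no effect and GW8510 at 10 µM for full effect; many of its hits are not listed in these tables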
Target sequence (Q00535 whole entry, looked up): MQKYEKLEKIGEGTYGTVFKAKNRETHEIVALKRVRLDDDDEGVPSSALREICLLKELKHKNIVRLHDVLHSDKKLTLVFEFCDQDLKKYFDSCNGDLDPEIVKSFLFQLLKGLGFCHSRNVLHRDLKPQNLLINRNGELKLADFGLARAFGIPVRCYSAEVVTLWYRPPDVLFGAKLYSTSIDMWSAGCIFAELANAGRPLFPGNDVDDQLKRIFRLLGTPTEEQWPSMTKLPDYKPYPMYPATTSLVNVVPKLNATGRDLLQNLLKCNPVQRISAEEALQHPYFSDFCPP
Target sequence (Q15078 whole entry, looked up): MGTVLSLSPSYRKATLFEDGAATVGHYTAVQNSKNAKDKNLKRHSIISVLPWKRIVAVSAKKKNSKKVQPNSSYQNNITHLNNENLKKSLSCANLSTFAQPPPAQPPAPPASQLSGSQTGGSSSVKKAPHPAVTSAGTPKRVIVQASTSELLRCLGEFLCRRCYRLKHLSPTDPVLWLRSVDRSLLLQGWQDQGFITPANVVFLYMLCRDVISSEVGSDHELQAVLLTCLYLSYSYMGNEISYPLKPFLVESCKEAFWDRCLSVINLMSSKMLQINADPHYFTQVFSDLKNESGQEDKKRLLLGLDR
V-ATPase pH: regulators of yeast V-ATPase proton transport | S. cerevisiae, pHLuorin cytosolic pH fluorescence | response, % at 10 µM | hit rate 0.37% among 350,000; in the data active = response mostly above about 7.3%, no sharp cut-off; inactive = mostly below about 5.4%; note: actives read high; inactives centre near 0; some compounds called inactive have numbers as strong as hits; reference of the scale not given here
MITF act: MITF TRPM1 promoter activation in melanoma cells. SK-MEL-5 TRPM1-promoter luciferase, 24 h; % of positive control, neutral wells = 0. activation, % at 12.5 µM. hit rate 0.75% among 300,000;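 active = mean activation of at least 80% with every replicate also reaching 80%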;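 note: 0% = neutral control wells and 100% = parthenolide positive control wells; values of inactives mirror those of a sister screen read the other way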
SR-BI DiI inh: mouse SR-BI HDL lipid transfer inhibition | Q61009 | ldlA[mSR-BI] CHO cells, DiI-HDL uptake fluorescence, 3 h | inhibition, % at 12.5 µM | hit rate 0.96% among 320,000;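 active = mean replicate inhibition of at least 70% and a set share of replicates each scoring 70 or more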;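 note: 0% = median of neutral control wells and 100% = median of positive control wells; values of inactives mirror those of a sister screen read the other way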
Wnt act: activators of Wnt/beta-catenin signaling | Wnt/beta-catenin reporter cell assay, activator, plate reader | activation, % at 9.35 µM | hit rate 1.2% among 300,000 | AID 743398; in the data active = activation above about 30%, passing the limit was not always enough;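 note: 0% = neutral control wells and 100% = positive control wells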
HTR5A ag: counter-screen for OPRM1-OPRD1 agonists: human HTR5A agonism; P47898; HTR5A agonist assay, luminescence, cell-based; activation, % at 9.3 µM; hit rate 0.61% among 340,000; AID 504692; in the data active = activation mostly above about 9.5%, no sharp cut-off; inactive = mostly below about 7.6%;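 note: 0% = cells with vehicle only and 100% = reference agonist; strong numbers were not always called active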
Target sequence (P47898 whole entry, looked up): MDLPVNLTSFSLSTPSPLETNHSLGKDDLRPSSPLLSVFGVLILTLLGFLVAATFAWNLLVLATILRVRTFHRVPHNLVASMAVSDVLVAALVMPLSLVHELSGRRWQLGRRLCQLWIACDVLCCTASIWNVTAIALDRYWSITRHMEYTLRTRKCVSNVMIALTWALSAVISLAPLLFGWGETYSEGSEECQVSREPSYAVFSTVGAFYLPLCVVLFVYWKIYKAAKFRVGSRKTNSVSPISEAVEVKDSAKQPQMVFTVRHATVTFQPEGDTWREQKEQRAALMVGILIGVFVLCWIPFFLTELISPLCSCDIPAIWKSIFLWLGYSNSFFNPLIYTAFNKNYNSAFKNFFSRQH
HTR5A inv ctr: counter-screen for OPRM1-OPRD1 inverse agonists: human HTR5A inverse agonism; inhibition, % at 9.3 µM; P47898; hit rate 0.083% among 340,000; HTR5A cell line, luminescence; in the data active = inhibition mostly above about 23%, no sharp cut-off; inactive = mostly below about 18%;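 note: 0% = cells with DMSO and 100% = no-cell wells with DMSO; some compounds called inactive have numbers as strong as hits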
dFosB activator: activators of mouse delta FosB homodimer; P13346; activation, % at 25 µM; hit rate 0.99% among 340,000; purified delta FosB, TAMRA-CDK5 oligo fluorescence polarization; percent of positive-control signal above neutral wells; AID 493131;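 active = mean activation above about 17%, with every replicate also reaching it, limit read from the data, passing the limit was not always enough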;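 note: fluorescence polarization rise as delta FosB binds a TAMRA Cdk5 AP-1 oligo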
* hit, by the source's call; . = not tested or not shown.

SMILES	PvdQ acylase	NSD2 HMT inh	CDK5 inh	V-ATPase pH	MITF act	SR-BI DiI inh	Wnt act	HTR5A ag	HTR5A inv ctr	dFosB activator
N#CC1(c2ccccc2)CCCN1C(=O)c1ccccc1Cl (stereo not drawn)	-13.0	.	-0.4	-1.1	-8.9	-6.8	.	8.8	-21.0	-6.1
Cn1nnc(NC(=O)CSc2ccc(Cl)cc2)n1	-26.2	-5.1	-2.7	-1.6	3.9	-10.9	-0.8	5.1	19.7	0.8
CC(=O)Nc1ccc(S(=O)(=O)NNC(=O)c2ccc(C)cc2)cc1	-12.2	-4.2	-0.6	3.1	3.4	-12.3	.	-0.8	-9.0	-2.2
O=C(NNC(=O)c1cc2ccccc2o1)c1ccc(F)cc1	4.8	0.6	0.3	1.3	23.0	-14.0	3.9	-0.1	0.4	0.2
COc1cc(C(=O)NC2CC3CCCC(C2)N3Cc2ccccc2)cc(OC)c1OC (stereo not drawn)	-7.4	0.7	0.7	-0.1	3.8	.	-1.9	2.8	-7.7	-9.0
Cn1c(=O)c2[nH]c(CCc3ccncc3)nc2n(C)c1=O	-23.0	-0.9	-0.9	6.1	-2.3	-17.4	0.2	4.4	-15.7	-1.7
CC(C)(C)NCc1cccn1-c1sc2c(c1C#N)CCCC2	3.4	3.9	-0.7	-2.3	5.4	-6.6	-4.7	-0.4	1.0	2.1
CC(C)(C)C(=O)COC(=O)C1=NN(c2ccccc2)C(=O)CC1	1.1	-1.6	2.2	2.5	-10.5	-11.1	5.1	0.1	-0.3	-0.3
Cc1nnc2c(N(C)S(=O)(=O)c3ccccc3)nc3ccccc3n12	-25.8	1.7	0.6	1.1	39.7	-16.5	1.9	-2.1	7.1	-1.4
CCOc1ccc(Cc2onc3c2C(=O)CCC3)cc1OCC	-8.4	-2.2	0.1	3.8	-4.4	11.1	-1.7	-0.1	0.2	2.3
Fc1ccc(N2CCN(Cc3cn[nH]c3-c3ccccc3)CC2)cc1	-7.3	3.6	-0.3	0.6	-5.7	-3.9	-0.5	6.7	8.5	-11.3
CCSc1nc2ccccc2n1CC(N)=O	-6.3	1.5	0.5	0.8	-6.0	-8.6	.	.	.	-1.5
COc1ccc(Br)cc1S(=O)(=O)NNC(=O)c1c(C)nc2ccccn12	-9.7	3.4	-0.1	-1.6	0.0	-4.8	-1.9	.	.	-0.8
CC(CN(C)Cc1ccccc1)OC(=O)c1ccccc1F (stereo not drawn)	-3.1	2.5	-4.9	1.2	-1.8	3.0	-2.9	3.3	2.7	1.5
CCCCN(C)C(=O)C1CCN(Cc2ccccn2)CC1	-2.3	9.7	-0.4	-0.1	-3.5	-16.7	.	2.5	1.5	-1.8
COc1ccc(C(=O)c2ccc(Cl)cc2)cc1	-20.8	-1.3	-3.4	0.2	.	15.6	1.2	1.8	-1.2	-0.2
Cc1ccc2c(c1)c1nnc(SCC(=O)NC3CC3)nc1n2C	-15.3	-3.6	-1.1	-0.2	-3.3	-9.1	-0.4	-4.3	10.4	-23.4
COc1ccc(C2CC(c3c(-c4ccccc4)c4cc(Cl)ccc4[nH]c3=O)=NN2C(=O)CCC(=O)O)cc1 (stereo not drawn)	-0.8	0.8	1.3	-1.7	-5.1	-20.0	-1.5	-2.5	6.5	-15.0
COc1cccc(-c2nc(CC(=O)O)cs2)c1OC	5.5	-0.2	-5.6	-3.0	.	-12.7	-1.5	-0.6	1.6	0.4
Cc1nc(N2CCN(S(=O)(=O)c3ccccc3)CC2)c2c3c(sc2n1)CC(C)CC3 (stereo not drawn)	1.0	-4.4	0.3	5.4	9.1	11.3	-4.8	2.5	4.2	-0.2
O=C(Nc1ccc(Cl)cc1)Nc1ccc(N2CCCC2)c(S(=O)(=O)Nc2ccccc2Cl)c1	-10.4	-2.8	1.4	1.3	-69.9	101.8*	-16.1	4.5	-0.1	-2.2
CCOc1ccc(CCNC(=O)C2CCN(S(=O)(=O)N3CCOCC3)CC2)cc1OCC	-15.6	14.5	2.3	-0.7	-7.2	.	.	-1.3	-6.7	-2.7
COc1ccccc1OCCC(=O)NNC(=O)c1ccccc1F	-2.3	0.4	-0.3	0.5	-0.9	0.6	-2.0	9.5	-23.1	1.8
COc1ccc(S(=O)(=O)N(CCc2ccccc2)CC(=O)N/N=C/c2ccc3c(c2)OCO3)cc1	-12.1	-3.4	0.2	-0.5	4.0	40.2	-3.2	7.2	-18.0	-1.1
CC(C)N1CC(C(=O)Nc2cccc([N+](=O)[O-])c2)CC1=O (stereo not drawn)	-12.7	-0.2	-1.8	-2.2	-24.5	-6.2	-1.0	0.2	-0.9	-5.9
CSCCC(NC(=O)c1ccccc1Cl)C(=O)NCC(c1ccc(F)cc1)N1CCOCC1 (stereo not drawn)	-15.6	140.7*	0.1	-2.3	.	-16.0	-1.7	-2.1	11.6	-12.8
COC(=O)c1ccc(-n2c(C)nc(=O)c(-c3ccccc3)c2C)cc1	-3.8	-3.2	0.1	-1.8	16.5	-25.6	1.7	6.0	-15.6	-1.8
c1ccc(CCNc2ccc3c(c2)Cc2ccccc2-3)nc1	-14.1	-0.6	0.6	0.1	50.5	-3.5	4.5	2.5	-9.9	-0.2
NS(=O)(=O)c1cccc(NC(=O)CC2(CC(=O)O)CCCC2)c1	-9.6	0.0	-0.4	-1.1	-19.0	.	1.3	1.7	-13.6	0.6
CCCOc1ccc(-c2c(C(=O)N/N=C/c3ccco3)nnn2-c2nonc2N)cc1	-5.5	-0.7	-0.9	-0.1	6.6	63.4	2.2	5.6	-9.9	-6.6
C=CCn1c(SCC(=O)N(CC)c2c(N)n(Cc3ccccc3)c(=O)[nH]c2=O)nnc1-c1ccccc1OC	-8.7	-2.9	-0.9	-2.6	3.2	3.8	8.4	0.1	16.2	-4.5
Cc1ccc(CCNC(=O)CNC(=O)c2cccs2)cc1	-11.5	-4.3	-1.4	-3.1	8.7	12.2	-0.9	-3.6	9.4	6.5
O=C1NCC(c2ccccc2)C1C(=O)N/N=C\c1ccc(-c2cccc(Cl)c2Cl)o1 (stereo not drawn)	0.3	-2.8	-2.4	-2.8	4.1	34.1	.	-0.7	2.0	-10.3
CC(=O)c1c(N2CCOCC2)nc(=O)n(-c2ccccc2)c1C	-1.5	7.3	-0.4	0.4	-10.9	-14.6	0.0	3.9	-36.6	0.7
CN(CCc1ccccc1)C(=O)c1ccc(NC(=O)Cc2cccc(NC(=O)C3CCN(C(=O)CCc4ccccc4)CC3)c2)cc1	2.5	.	8.0	-2.7	-6.8	40.6	-2.9	-2.6	9.7	-1.4
NCCOc1cnn(-c2ccccc2Cl)c(=O)c1Cl	2.5	-5.4	.	-2.2	-4.9	-17.7	.	0.3	7.3	-2.7
CC(C)(C)c1nnc(NC(=O)Cc2ccccc2[N+](=O)[O-])s1	7.5	-1.4	1.3	-1.6	-3.6	3.0	.	2.0	-1.2	-9.1
COc1cc2c(cc1OC)C(c1c(Cl)cccc1Cl)NC(=O)C2 (stereo not drawn)	0.1	-0.7	-0.4	-0.7	17.5	-10.1	-0.7	-1.3	4.9	1.3
CN(Cc1ccccc1F)C(=O)CCCNC(=O)c1ccc(Cl)cc1	-21.6	-1.1	-1.5	-3.8	-6.0	6.7	-0.9	-3.2	11.8	3.6
CC(=O)Nc1nc2ccccc2n1CCOc1ccccc1Cl	-7.3	-5.6	-1.2	0.2	-17.6	-3.7	-3.2	-0.7	3.9	-1.3
CCOc1nc(NCCC2=CCCCC2)nc(N2CCOCC2)n1	5.5	-8.2	-0.9	-3.6	7.6	34.9	.	1.1	-8.0	4.9
CCOc1cc(N2CCOCC2)c(OCC)cc1NC(=O)CN1C(=O)NC(CC(C)C)C1=O (stereo not drawn)	-8.1	3.8	0.3	-1.5	-21.3	55.5	-1.2	3.7	-6.6	-3.1
Cc1cc(-c2csc(NC(=O)c3ccc(S(=O)(=O)N(C)C)cc3)n2)c(C)n1-c1ccccc1	-10.7	-1.5	0.6	-1.4	-20.9	26.2	-13.6	-3.5	-7.7	1.3
CCOc1ccc(-c2nc(C#N)c(N3CCCCCC3)o2)cc1	1.2	.	-1.5	-3.2	3.2	63.5	-0.5	-0.8	1.9	-6.4
CN(C)/C=N/C(=S)Nc1ccc(Cl)c(Cl)c1	-7.8	-5.7	-1.3	0.8	41.4	-0.3	9.0	0.5	-1.2	-8.9
CCCCC(=O)Nc1cccc(NC(=S)NC(C)=O)c1	-2.7	-3.5	0.9	-0.7	-10.6	12.6	.	-1.1	27.9	-0.7
COc1ccc(C(C(=O)NC2CCCCC2)N(C(=O)c2sc(C)nc2C)c2ccccc2)cc1 (stereo not drawn)	-2.0	-2.8	0.6	-0.2	12.9	-8.5	-0.6	-1.2	3.4	-2.8
CC(C)n1c(CN(C)c2ccccc2)nc2ccccc21	-14.4	2.9	-0.3	-5.8	-3.6	-1.1	0.3	6.8	-18.8	-13.0
Cc1sc(NC(=O)CSc2nnc(-c3ccc(F)cc3)o2)c(C#N)c1C	-2.8	-4.5	-0.3	0.5	.	-0.9	14.8	-3.1	8.2	-8.5
COc1ccc2nc3c(c(-c4ccccc4)c2c1)CCC3	-11.7	.	-1.1	1.6	7.8	2.4	8.7	4.3	-15.9	-19.0
Cn1c(=S)c2[nH]c(SCC3CCCO3)nc2n(C)c1=O (stereo not drawn)	-1.1	-0.1	0.9	3.3	-2.1	-3.8	-2.0	4.8	-18.4	-3.4
Cc1cc(C)cc(NC(=O)C2CCCN2C(=O)Oc2ccccc2)c1 (stereo not drawn)	-15.2	15.2	-2.3	.	-3.3	-3.1	.	7.3	0.2	-5.9
Cc1nn(Cc2cccc(Oc3ccccc3)c2)c(C)c1NC(=O)NC12CC3CC(CC(C3)C1)C2	3.2	-1.6	0.9	-2.7	-4.1	-28.0	2.3	5.6	-14.8	-7.9
CCOc1ccc(S(=O)(=O)Nc2ccncc2)c(C)c1C	-21.0	-2.6	-3.4	0.5	-3.2	4.1	-2.8	-4.2	-52.8	-0.8
Cn1c(O)c(N=NC(=O)Cn2c(C(F)(F)F)nc3ccccc32)c2ccccc21	1.4	1.1	-0.4	-7.6	-13.0	9.0	13.1	5.5	-0.5	-2.8
Cc1oc2c(c(C)cc3oc(=O)c(CC(=O)N[C@@H](CCCNC(N)=O)C(=O)O)c(C)c32)c1C	-2.4	2.7	-0.3	-1.4	6.1	-4.3	-2.6	2.9	-10.3	15.2
O=C(Nc1ccc2c(c1)C(=O)NC2=O)c1ccccc1	-7.8	.	-1.9	-0.9	0.6	4.0	-1.0	-1.7	4.4	13.7

Three entries out of the list, sorted by length of the SMILES, rising:
SMILES	PvdQ acylase	NSD2 HMT inh	CDK5 inh	V-ATPase pH	MITF act	SR-BI DiI inh	Wnt act	HTR5A ag	HTR5A inv ctr	dFosB activator
CCOc1ccc(S(=O)(=O)Nc2ccncc2)c(C)c1C	-21.0	-2.6	-3.4	0.5	-3.2	4.1	-2.8	-4.2	-52.8	-0.8
Cc1cc(C)cc(NC(=O)C2CCCN2C(=O)Oc2ccccc2)c1 (stereo not drawn)	-15.2	15.2	-2.3	.	-3.3	-3.1	.	7.3	0.2	-5.9
Cc1sc(NC(=O)CSc2nnc(-c3ccc(F)cc3)o2)c(C#N)c1C	-2.8	-4.5	-0.3	0.5	.	-0.9	14.8	-3.1	8.2	-8.5

Screening results from PubChem.
